CYP2C9 inh – blocks human cytochrome P450 2C9. CYP2C9 Supersomes, luciferin-H conversion, luminescence. inhibition, % at 5 µM. hit rate 20% among 96,000. AID 777;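 active means blocking of liver enzyme CYP2C9 beyond about 50% at 5 µM, limit read from the data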; further: values of inactives mirror those of a sister screen read the other way
LYP act – LYP (human) phosphatase activation; hit rate 0.11% among 96,000; recombinant LYP, DiFMUP fluorescence; 0 = plate median, 100 = signal doubled; activation, % at 2 µM;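 active means activation at 2 µM above a set limit, the mean plus 5 SD, cut at about 37% in these data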
Target sequence (Q9Y2R2 whole entry, looked up): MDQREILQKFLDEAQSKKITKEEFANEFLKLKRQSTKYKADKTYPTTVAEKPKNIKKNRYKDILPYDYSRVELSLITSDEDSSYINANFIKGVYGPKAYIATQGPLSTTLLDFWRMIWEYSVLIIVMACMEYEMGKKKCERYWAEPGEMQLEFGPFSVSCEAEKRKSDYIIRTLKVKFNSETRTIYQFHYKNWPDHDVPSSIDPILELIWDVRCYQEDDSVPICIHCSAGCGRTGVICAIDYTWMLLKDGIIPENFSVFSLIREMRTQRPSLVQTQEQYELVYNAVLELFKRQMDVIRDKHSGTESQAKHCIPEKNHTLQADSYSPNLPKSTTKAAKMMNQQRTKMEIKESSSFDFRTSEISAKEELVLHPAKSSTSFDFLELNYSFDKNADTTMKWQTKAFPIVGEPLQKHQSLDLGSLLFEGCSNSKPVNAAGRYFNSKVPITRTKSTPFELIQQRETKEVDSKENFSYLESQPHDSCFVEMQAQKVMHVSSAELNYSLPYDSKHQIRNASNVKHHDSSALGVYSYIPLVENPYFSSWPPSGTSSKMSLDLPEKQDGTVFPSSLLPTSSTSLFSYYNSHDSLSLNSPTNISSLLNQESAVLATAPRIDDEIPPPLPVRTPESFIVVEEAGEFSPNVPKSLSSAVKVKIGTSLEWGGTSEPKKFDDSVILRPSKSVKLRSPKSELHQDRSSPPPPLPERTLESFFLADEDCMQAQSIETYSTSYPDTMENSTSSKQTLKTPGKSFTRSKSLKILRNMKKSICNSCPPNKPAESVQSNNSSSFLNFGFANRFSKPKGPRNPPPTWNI
PTPN22 inh 2 – blocks human PTPN22 phosphatase activity; hit rate 0.21% among 96,000; Q9Y2R2; recombinant LYP catalytic domain, DiFMUP fluorescence; inhibition, % at 2 µM;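 active means inhibition at 2 µM at or above a set limit, the screen mean plus 3 SD, cut at about 24% in these data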;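 further: 0% = DMSO with enzyme and 100% = enzyme fully blocked by orthovanadate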
PostGolgi yeast – growth inhibition of a yeast mutant, post-Golgi transport screen; inhibition, % at 10 µM; post-Golgi transport phenotypic cell assay; hit rate 0.9% among 98,000;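 further: yeast cells grown in 1536-well plates; yeast grown about 18 h at 30C before absorbance read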
PostGolgi ctrl – inhibits growth of the yeast control strain. efflux-deficient yeast background strain, growth absorbance A615, 16 h. inhibition, % at 10 µM. hit rate 5% among 98,000. AID 738
DAT uptake mod – modulates human dopamine transporter uptake under cocaine | LLC-PK1 hDAT cells, [14C]-dopamine uptake with cocaine IC80; actives deviate in either direction | B-score at 10 µM | hit rate 1.3% among 110,000 | AID 449768;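 active means Z score or B-score, a plate-position-corrected score, falls beyond the plate's 99.7% confidence bounds, in either direction; inactive means both scores lie inside the 99.7% bounds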;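 further: scored against the spread of the other compound wells on the same plate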
PTK2B oligo ant – blocks oligomerization of human Pyk2 in cells | Q14289 | Q293 cells, Pyk2 FERM NanoBiT luminescence; stronger effect = lower value | hit rate 0.83% among 99,000 | z-score (the deposit names both 25 µM and 10 µM);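 active means Z-score of -3 or lower, scaled per plate to the spread of control and sample wells; inactive means z-score above -3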;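 further: negative z-score means lost luminescence so less FERM oligomerization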
E coli WT exp – E. coli BW25113 growth inhibition, expanded screen; OD600 absorbance; growth inhibition, % at 100 µM; hit rate 0.15% among 98,000;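 active means growth inhibition above about 50% at one test dose, limit read from the data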;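 further: growth measured after 20 h incubation at 37 °C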
CYP2C9 act – activators of human CYP2C9 | recombinant CYP2C9, luciferin-H conversion, luminescence; stronger effect = higher value; factor 1 = untreated enzyme, 0 = blocked | activation factor at 5 µM | hit rate 1.4% among 96,000;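 active means activation factor of 2 or more for CYP2C9 at a 5 µM dose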;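 further: 0 = sulfaphenazole-blocked wells and 1 = vehicle-only wells; values of inactives mirror those of a sister screen read the other way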
* hit, by the source's call; . = no result given. Unless noted, no stated cut-off is given here; in the data, active means inhibition above about 30%; inactive means the rest. Not a hit list; overall some 24% were active at least once.

SMILES	CYP2C9 inh	LYP act	PTPN22 inh 2	PostGolgi yeast	PostGolgi ctrl	DAT uptake mod	PTK2B oligo ant	E coli WT exp	CYP2C9 act
CCC(=O)NCCNC(=O)c1c(SC)nsc1SC	-2	-1	-1	-7	13	0.31	0.14	4	1
CC(C)c1noc2ncc(C(=O)c3cc(Cl)cc(Cl)c3O)cc12	100*	3	-5	-13	12	-0.49	-1.5	0	0
C=C(C)C1CC=C(C)/C(=N/NC(=O)CNc2ccc(OCC)cc2)C1 (centres undefined)	5	1	1	-6	7	0.035	-0.14	6	0.9
Oc1ccccc1-c1nc(N2CCCC2)c2ccccc2n1	-11	8	-12	0	22	-0.47	0.06	-10	1.1
O=C(NCCCN1CCOCC1)c1ccc(Br)s1	-16	-3	0	-6	-8	-0.17	0.31	6	1.2
CC1Oc2ccccc2N(CC(=O)Nc2ccc3c(c2)OCO3)C1=O (centres undefined)	0	4	-7	-4	13	0.34	0.65	-5	1
CC1CC(C(F)(F)F)n2ncnc2N1 (centres undefined)	-8	2	-2	-1	22	-0.0063	0.95	-3	1.1
O=C(c1ccc(F)cc1)N1CCN(Cc2ccccc2Br)CC1	69*	6	-9	3	1	0.018	1.2	2	0.3
CC(=O)C1=NN(c2ccccc2)C(c2cccs2)N1c1ccc(N(C)C)cc1 (centres undefined)	32	-8	9	7	10	0.34	-0.98	-8	0.7
COc1ccc(NC(=O)c2ccccc2NC(=O)NC2CCCCC2)cc1	21	3	-1	-2	11	0.31	-0.87	-7	0.8
COc1ccc(N2C3=C(CC4=C2CC(C)(C)CC4=O)C(=O)CC(C)(C)C3)cc1	4	-6	7	-2	5	0.31	1.1	1	1
Cc1nc2ccccc2n1C1CCN(CC(=O)NCc2ccc(F)cc2)CC1	27	-2	5	0	23	1.2	-0.28	8	0.7
CC(=O)Oc1cccc(N2C(=O)c3ccc(C(=O)O)cc3C2=O)c1	8	-3	1	-4	13	-0.72	0.12	-2	0.9
O=C(Nc1cccc(Cl)c1)NC1CCCCC1	26	-1	1	-8	7	-0.23	-1	2	0.7
Cn1c(=O)oc2cc(S(=O)(=O)N3CCCC(C(=O)N4CCc5ccccc5C4)C3)ccc21 (centres undefined)	48	10	-10	-5	51*	0.18	.	-10	0.5
COc1ccc(C(=O)/C=C/c2cn(CN3CCN(C)CC3)c3ccccc23)cc1	68*	-1	1	4	33*	.	-2.6	0	0.3
O=c1cc(N2CCCC2)[nH]c(=O)n1-c1ccc(Cl)cc1	.	-1	-5	.	.	-0.88	0.26	.	.
N#Cc1cc(-c2ccccc2)cnc1Sc1ccc(Cl)cc1	14	-1	5	2	12	-0.75	-0.83	-15	0.9
CCOC(=O)CSc1nc2c([nH]c3ccccc32)c(=O)n1C	-15	.	.	7	3	1.5	-0.83	-9	1.1
CCc1nc2ccccc2n1CC(=O)N(C(C)CC)C1CCS(=O)(=O)C1 (centres undefined)	-18	1	-4	-3	-9	-0.59	-0.39	12	1.2
COc1ccc(-n2c3c(cc(C(=O)N4CCCCC4)c2=O)C(=O)CC(C)(C)C3)cc1	-15	8	-12	0	4	-0.63	1.3	-3	1.1
Cc1ccc(C(=O)Nc2ccc(F)cc2F)o1	-8	8	-7	0	9	-0.6	0.47	11	1.1
O=C1CC(c2cccs2)CC(O)=C1C=NCCN1CCNCC1 (centres undefined)	15	-1	-2	-17	3	1.7	0.06	9	0.9
Cc1cccc2cc3c(N)c(C(=O)Nc4ccc(N5CCOCC5)cc4)sc3nc12	36	6	-2	-1	41*	1.4	-3.4*	-9	0.6
CCOC(=O)C(NC(=O)CC(C)C)(Nc1cc(C)on1)C(F)(F)F (centres undefined)	8	11	-13	0	-2	-0.67	1	-2	0.9
CCC(C)(C)n1nnnc1C(c1cccnc1)N1CCCc2ccccc21 (centres undefined)	35	8	-10	-1	11	1.6	-1.1	2	0.7
CCCC1(CCC)NC(=O)N(CC(=O)Nc2ccccc2OC)C1=O	14	-2	1	2	12	0.045	-0.85	1	0.9
COc1ccc(-c2c(C#N)c(N)nc3c2CCCC3)cc1OC	.	8	-14	.	.	-0.24	-0.09	.	.
CCOC(=O)N1CCN(C(=O)CNC(=O)c2nn(-c3ccc(OC)cc3)c(=O)c3ccccc23)CC1	14	-6	4	-8	3	1.4	0.39	1	0.9
O=C(Nc1nc2ccc(S(=O)(=O)N3CCCCC3)cc2s1)c1ccncc1	84*	-1	5	3	8	2.6	-2	3	0.2
COc1ccc(S(=O)(=O)N2c3cc(Cl)ccc3Oc3nc4ccccc4nc32)cc1	.	15	-14	.	.	-0.0094	-0.77	.	.
Cc1ccc(C(=O)Nc2c(C)cc(-c3ccc(Cl)cc3)oc2=O)cc1	39	7	-3	11	-7	0.77	0.86	-10	0.6
CC(C)CNc1oc(-c2ccco2)nc1C#N	.	-15	14	.	.	0.8	0.59	.	.
CC12CN3CC(C)(CN(C1)C3c1ccc(Br)cc1)C2=O (centres undefined)	4	-5	2	1	5	-0.99	0.1	1	1
CCOc1cc(C2C3=C(CCCC3=O)Nc3nc(C(=O)OC)nn32)ccc1OC (centres undefined)	-26	-11	13	-15	-1	0.65	-0.13	3	1.3
CCc1nnc(NC(=O)C2CCCCC2)s1	9	0	3	-1	8	-0.039	0.88	-5	0.9
CC(=O)OCCn1c(=O)c2cc3c(=O)n(CCOC(C)=O)c(=O)c3cc2c1=O	0	.	.	-1	-10	-0.0093	0.72	4	1
CCOCCn1c(CN2CCOCC2)nc2c1c(=O)[nH]c(=O)n2C	.	.	.	5	25	-0.88	.	-2	.
C=CCNC(=O)c1ccc2nccnc2c1	.	6	-8	.	.	-0.22	0.63	.	.
CCCCn1c(SCC(=O)Nc2cccc(OC)c2)nc2ccc(N3CCOCC3)cc2c1=O	96*	.	.	7	11	1.3	-0.64	-17	0

Five of the entries above in order of the CYP2C9 act value, largest number first:
SMILES	CYP2C9 inh	LYP act	PTPN22 inh 2	PostGolgi ctrl	DAT uptake mod	PTK2B oligo ant	CYP2C9 act
Cc1ccc(C(=O)Nc2ccc(F)cc2F)o1	-8	8	-7	9	-0.6	0.47	1.1
CC(=O)OCCn1c(=O)c2cc3c(=O)n(CCOC(C)=O)c(=O)c3cc2c1=O	0	.	.	-10	-0.0093	0.72	1
CCc1nnc(NC(=O)C2CCCCC2)s1	9	0	3	8	-0.039	0.88	0.9
Cc1nc2ccccc2n1C1CCN(CC(=O)NCc2ccc(F)cc2)CC1	27	-2	5	23	1.2	-0.28	0.7
Cc1ccc(C(=O)Nc2c(C)cc(-c3ccc(Cl)cc3)oc2=O)cc1	39	7	-3	-7	0.77	0.86	0.6

Some values from above.
COc1ccc(S(=O)(=O)N2c3cc(Cl)ccc3Oc3nc4ccccc4nc32)cc1 in DAT uptake mod has -0.0094
CCOc1cc(C2C3=C(CCCC3=O)Nc3nc(C(=O)OC)nn32)ccc1OC (centres undefined) in PTK2B oligo ant has -0.13
CCCCn1c(SCC(=O)Nc2cccc(OC)c2)nc2ccc(N3CCOCC3)cc2c1=O in DAT uptake mod has 1.3
CC(C)CNc1oc(-c2ccco2)nc1C#N in DAT uptake mod has 0.8
C=CCNC(=O)c1ccc2nccnc2c1 in LYP act has 6
CC(=O)OCCn1c(=O)c2cc3c(=O)n(CCOC(C)=O)c(=O)c3cc2c1=O in PTK2B oligo ant has 0.72

(further entries)
SMILES	CYP2C9 inh	LYP act	PTPN22 inh 2	PostGolgi yeast	PostGolgi ctrl	DAT uptake mod	PTK2B oligo ant	E coli WT exp	CYP2C9 act
Cc1ccc(S(=O)(=O)N2CCN(C3CCC(c4ccccc4)CC3)CC2)cc1 (centres undefined)	27	3	-5	89*	96*	.	.	-6	0.7
COc1ccc(S(=O)(=O)N2CCCN(S(=O)(=O)c3ccc(OC)c(C)c3)CC2)cc1C	.	15	-14	.	.	2.2	-1.5	.	.
COc1ccc(C2C(C#N)=C(N)N(c3ccccc3)C3=C2C(=O)CCC3)cc1Cn1cc([N+](=O)[O-])cn1 (centres undefined)	30	-1	4	-1	1	1	-0.78	-16	0.7
Cc1ccc(C(=O)CN(C(=O)c2ccc(Cl)c(Cl)c2)N2C(=O)C3C4C=CC(C4)C3C2=O)cc1 (centres undefined)	93*	-3	1	27	29	1.1	-0.67	-15	0.1
NS(=O)(=O)c1cccnc1Nc1cccc(C(F)(F)F)c1	78*	0	-2	1	5	-1.5	-0.4	10	0.2
CC(NC(=O)Cc1ccc(-c2ccccc2)cc1)c1ccccc1 (centres undefined)	34	4	-7	13	7	0.42	-1.5	-7	0.7
COc1ccccc1NC(=O)CSc1nnc(COc2ccc(Cl)cc2)n1Cc1ccco1	23	5	-8	7	26	-0.31	-0.15	-2	0.8
O=C(/C=C\Nc1cccc(F)c1)c1ccc2c(c1)OCO2	31	-4	4	0	4	1.7	-0.54	-2	0.7
C=CCn1c(SCc2c(F)cccc2Cl)nnc1-c1ccco1	-23	24	-26	-4	7	-0.71	-1.2	8	1.2
CC(C)(O)C#Cc1ccc(C(=O)N2CCN(C(=O)c3ccco3)CC2)cc1	29	8	-10	7	6	0.0073	0.13	4	0.7
COc1ccc(/C=N/NC(=O)CCn2c3ccccc3c3ccccc32)cc1O	97*	2	3	-6	26	1.4	-0.57	-4	0
Cc1ccc(Nc2nc(N)nc(CN3CCN(Cc4ccc5c(c4)OCO5)CC3)n2)cc1Cl	74*	-6	5	6	-5	0.35	-0.85	11	0.3
CCOC(=O)CCn1c(=O)c2c(nc(Br)n2Cc2ccccc2)n(C)c1=O	41	-5	2	7	-1	1.6	0.28	2	0.6
O=C(c1ccc(F)cc1)N1CCN(C(=O)c2cccnc2)CC1	0	6	-7	25	-1	-0.46	1.1	5	1
CCOCC(=O)Nc1cc(C(=O)OC)ccc1C(=O)OC	27	-7	7	-1	-4	-0.077	-0.24	0	0.7
O=C(CS(=O)(=O)c1cn(Cc2ccc(Cl)cc2)c2ccccc12)N1CCCCC1	2	-5	3	5	-5	-0.58	.	-5	1
CC1(C)CN(c2ccccc2)N(C(=O)c2ccc(C#N)cc2)C1=O	8	-7	8	-6	-4	.	-0.72	4	0.9
CCOC(=O)N1CCN(CCC(=O)c2ccc(Cl)cc2)CC1	64*	1	-2	1	-8	-0.0022	0.19	25	0.4
Cn1ncc(C#N)c1/N=C/N1CCCC1	1	10	-10	-11	8	-0.3	0.16	-2	1
Cc1occc1C(=O)N1CCN(C(c2ccccc2)c2ccccc2)CC1	53*	0	4	-8	10	-0.037	0.36	-3	0.5

Overlap with the part before: 2 entries, followed by the next part.
SMILES	CYP2C9 inh	LYP act	PTPN22 inh 2	PostGolgi yeast	PostGolgi ctrl	DAT uptake mod	PTK2B oligo ant	E coli WT exp	CYP2C9 act
Cn1ncc(C#N)c1/N=C/N1CCCC1	1	10	-10	-11	8	-0.3	0.16	-2	1
Cc1occc1C(=O)N1CCN(C(c2ccccc2)c2ccccc2)CC1	53*	0	4	-8	10	-0.037	0.36	-3	0.5
COc1ccc(Nc2oc(COc3ccc(Cl)cc3)nc2C#N)cc1	18	2	0	5	8	-0.048	-0.05	-7	0.8
Cc1nnc(NC(=O)CSc2nc3ccccc3o2)s1	.	11	-15	.	.	-0.21	-0.81	.	.
CCN(CC)C(=O)C(=O)c1cccn1-c1ccccc1C#N	-7	1	-4	-2	10	0.036	-0.79	4	1.1
CC(=Nc1ccc(C)c(C)c1)C1=C(O)CSC1=O	50	9	-10	-8	9	-0.3	-0.19	3	0.5
O=C(Nc1ccc(NC(=O)c2ccco2)cc1)c1cnccn1	-10	-6	6	-1	-5	-0.62	1.3	-1	1.1
COc1cccc(/C=N/N2C(=O)C3C4c5ccccc5C(c5ccccc54)C3C2=O)c1OC (centres undefined)	11	5	-7	1	21	0.96	.	-1	0.9
S=C1CCSc2ccc(Cl)cc2N1	6	0	-2	-1	-4	0.12	0.26	1	0.9
COc1ccc(Cn2c(SCc3cc(C)ccc3C)nc3cc(OC)c(OC)cc3c2=N)cc1	56*	-16	18	76*	63*	-2.1	-0.36	6	0.4
COc1ccc(OCc2cccc(C(=O)O)c2)cc1	97*	.	.	-6	1	0.72	-0.73	-13	0

Source: PubChem (several laboratories)
